High-throughput results: PubChem BioAssay, several laboratories
MEKK2wt PB1 HTS: raises or lowers MEK5 binding to wildtype human MEKK2 PB1 domain; Q9Y2U5; bead flow cytometry, Alexa488-MEK5 binding to MEKK2 WT; actives lie on both sides; binding response (% of control), % at 10 µM; 290,000 compounds, 1.1% hits; in the data active = binding response below about 67% or above about 130%
M18AAP inhibitor: PfM18AAP enzyme inhibition | recombinant PfM18AAP, H-Glu-NHMec fluorogenic cleavage | inhibition, % at 7.35 µM | 290,000 compounds, 1.2% hits;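 active = inhibition above the campaign mean inhibition over all tested compounds plus 3 SD, cut at about 28% in these data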;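 also: 0% = plate median of test compound wells and 100% = 2 mM ZnCl2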
IDE act: IDE (human) activation, cell-based. P14735. HEK cells, FAbeta-B cleavage, fluorescence polarization; 0% vehicle, 100% cell-free pure enzyme wells. activation, % at 5.96 µM. 340,000 compounds, 0.073% hits. AID 493087;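 active = activation above the mean of all tested compounds plus 3 SD, set per screening campaign, cut at about 17% in these data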
MEKK3 PB1 HTS: modulators (inhibitors or enhancers) of MEK5 binding to human MEKK3 PB1 domain. Q99759. binding response (% of control), % at 10 µM. bead-based flow cytometry, Alexa488-MEK5 binding to MEKK3; actives lie on both sides; 0 = blocked by unlabeled MEK5, 100 = vehicle. 290,000 compounds, 1.4% hits;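 active = binding response more than 3 SD above or below the average of its plate-row segment, actives on both sides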;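 also: Alexa488 bead fluorescence after subtracting the streptavidin-only scavenger bead signal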
Target sequence (Q99759 whole entry, looked up, the tested form may be a part): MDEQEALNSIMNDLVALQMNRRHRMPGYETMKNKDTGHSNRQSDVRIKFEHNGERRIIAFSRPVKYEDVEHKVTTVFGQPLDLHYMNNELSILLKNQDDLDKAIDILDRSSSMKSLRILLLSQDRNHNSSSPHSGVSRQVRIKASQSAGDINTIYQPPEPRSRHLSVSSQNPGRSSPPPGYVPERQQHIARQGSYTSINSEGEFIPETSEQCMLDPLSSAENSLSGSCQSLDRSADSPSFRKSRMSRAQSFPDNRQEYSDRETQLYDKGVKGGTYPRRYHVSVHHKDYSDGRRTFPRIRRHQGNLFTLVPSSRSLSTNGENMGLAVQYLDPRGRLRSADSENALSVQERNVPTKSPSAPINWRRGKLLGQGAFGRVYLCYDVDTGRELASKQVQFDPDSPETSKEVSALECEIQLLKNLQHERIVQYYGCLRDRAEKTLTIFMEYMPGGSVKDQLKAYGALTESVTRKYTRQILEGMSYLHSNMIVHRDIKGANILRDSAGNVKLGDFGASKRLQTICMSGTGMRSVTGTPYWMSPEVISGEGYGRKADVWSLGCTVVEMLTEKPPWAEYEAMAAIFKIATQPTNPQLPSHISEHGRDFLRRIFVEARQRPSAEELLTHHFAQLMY
IDE inh: inhibits human insulin-degrading enzyme in HEK cells; inhibition, % at 5.59 µM; P14735; 320,000 compounds, 0.41% hits; FAbetaB cleavage, fluorescence polarization;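 active = percent inhibition above the average of all tested compounds plus 3 SD, set per screening campaign, cut at about 16% in these data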;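 also: IDE supplied by intact live HEK cells; FP after avidin binding of uncleaved biotin substrate so inhibition keeps polarization high; 0% = DMSO wells and 100% = 60 µM reference IDE inhibitor Ii1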
MEKK2mut PB1 HTS: signal of MEK5 binding to mutant human MEKK2 PB1 domain. bead flow cytometry, Alexa488-MEK5 binding to MEKK2 mutant. percent response, % at 10 µM. 290,000 compounds, 0.35% hits; in the data active = percent response above about 24%, passing the limit was not always enough; also: inactives centre near 1; some results filed as inactive read as strong as hits; reference of the scale not given here
pCIP destab: p/CIP protein destabilization. Q05BA5. F442A p/CIP-EGFP cells, EGFP fluorescence, 16 h. decrease of EGFP signal, % at 10 µM. 290,000 compounds, 0.01% hits;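 active = EGFP signal decrease of at least 30% at 10 µM or well 3 SD below plate mean, unless failing retest; inactive = the rest, including hits failing retest or dose response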; also: some compounds called inactive have numbers as strong as hits; many of its hits are not listed in these tables
UBC9 SUMO inh: blocks human SUMOylation mediated by UBC9. P63279. HTRF SUMOylation assay, SAE1/SAE2 + UBC9, in vitro. inhibition, % at 35 µM. 290,000 compounds, 0.36% hits. AID 2006; in the data active = inhibition above about 50%, passing the limit was not always enough; also: strong numbers were not always called active
Target sequence (P63279 whole entry, looked up): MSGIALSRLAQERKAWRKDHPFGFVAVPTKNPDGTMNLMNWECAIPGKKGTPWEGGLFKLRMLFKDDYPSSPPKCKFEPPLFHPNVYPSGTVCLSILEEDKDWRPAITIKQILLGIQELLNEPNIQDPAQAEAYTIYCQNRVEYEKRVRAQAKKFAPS
NALP1 inh: blocks the NALP1 inflammasome reconstituted in yeast | inhibition, % at 10 µM | S. cerevisiae NALP1/ASC/caspase-1 growth, X-gal OD620, 72 h | 280,000 compounds, 0.61% hits; in the data active = inhibition mostly above about 24%, no sharp cut-off; inactive = mostly below about 32%; also: some compounds called inactive have numbers as strong as hits
* marks the source's active call; other numbers are inactive results; nt = not tested or not shown; & = joins results of further samples.

Structure | UBC9 SUMO inh | pCIP destab | MEKK3 PB1 HTS | NALP1 inh | MEKK2wt PB1 HTS | IDE act | M18AAP inhibitor | MEKK2mut PB1 HTS | IDE inh
O=C(NCc1ccccc1)c1cccnc1Sc1ccccc1 | -7 | -17 | 101 | 33 | 103 | 0 | -2 | -1 | 0
COc1ccc(NC(=O)C2CCN(S(=O)(=O)c3ccc(N4CCCC4=O)cc3)CC2)cc1OC | -5 | -6 | 98 | -16 | 96 | 4 | 8 | 1 | 2
CCC(c1nnnn1CC1CCCO1)N(CCCO)Cc1cc2cccc(C)c2[nH]c1=O (stereo not drawn) | 2 | 7 | 97 | -1 | 97 | -1 | 1 | -4 | 1
Cc1ccc(NC(=O)c2ccccc2)s1 | 16 | -12 | 101 | -6 | 97 | 1 | -9 | 0 | 2
COc1ccccc1C1CCN(Cc2cccc(C(=O)N3CCC(O)CC3)c2)CC1 | 2 | 3 | 100 | 16 | 111 | -15 | -8 | 1 | 5
CCOc1ccc(-n2c(=O)c3c4c(sc3n(CC(=O)NCc3ccco3)c2=O)CCC4)cc1 | 34 | -8 | 109 | 4 | 106 | -1 | 2 | 18 | -5
COc1ccccc1CNS(=O)(=O)c1c(C)[nH]c(C)c1C(=O)N1CCCCC1 | 14 | 4 | 100 | 24 | 101 | 6 | -12 | 0 | -2
C/C(=N\Nc1ccc(C(F)(F)F)cn1)c1ccc(S(=O)(=O)NCc2ccco2)cc1 | 18 | -4 | 102 | 28 | 99 | 7 | 5 | -2 | 4
O=C(c1cc(COc2ccc(F)cc2F)on1)N1CCN(C(=O)c2ccco2)CC1 | 4 | -20 | 100 | 11 | 109 | 0 | -2 | 6 | 5
COc1ccc(C(=O)NNC(=O)CSc2nnc(-c3ccc(O)cc3)n2C)cc1 | 4 | -3 | 104 | 8 | 109 | 3 | 3 | 3 | 12
S=C(NCc1ccncc1)NC1CCCCC1 | 10 | -3 | 104 | -20 | 103 | -2 | 2 | 2 | 4
NC(=O)c1cc(-c2ccncc2)nc2ccc(Cl)cc12 | 4 | 16 | 96 | 20 | 93 | 8 | 6 | -3 | 5
N=c1c(C(=O)NCCc2ccccc2)cc2c(=O)n3ccccc3nc2n1Cc1ccco1 | 32 | -7 | 102 | 8 | 105 | -3 | -2 | 1 | -2
CCCC(NC(=O)c1ccco1)c1nc2ccccc2[nH]1 (stereo not drawn) | -8 | -12 | 100 | 38 | 104 | 3 | 9 | 1 | 1
COc1ccc(S(=O)(=O)N2CCCC(C(=O)Nc3ccc(OC)c(OC)c3)C2)cc1 (stereo not drawn) | 5 | -3 | 104 | 15 | 103 | 2 | 5 | 3 | -4
Cc1nn(C)c(C(=O)Nc2ccc(S(=O)(=O)NC34CC5CC(CC(C5)C3)C4)cc2)c1Br | -11 | -15 | 93 | 15 | 98 | -5 | -3 | 3 | 4
CCC(C)NC(=O)CCc1c(C)nc2nc(-c3cc(OC)cc(OC)c3)nn2c1C (stereo not drawn) | 21 | -8 | 115 | 19 | 103 | 2 | -12 | 6 | 4
O=C(COc1ccccc1)N(Cc1ccco1)C1CCS(=O)(=O)C1 (stereo not drawn) | 18 | -5 | 98 | 10 | 96 | 2 | -8 | 2 | -2
COc1cc(OC)cc(C(=O)NC(=S)Nc2cc3oc4ccccc4c3cc2OC)c1 | 10 | -13 | 85 | 30 | 97 | -1 | -1 | -1 | 1
COc1ccc(-c2csc(N(CCCN3CCOCC3)C(=O)c3ccco3)n2)cc1 | 9 | 5 | 98 | 32 | 106 | 5 | -5 | -1 | 7
Cn1nnnc1Sc1ccc([N+](=O)[O-])cc1Cl | -6 | -17 | 91 | 10 | 92 | 2 | -2 | -9 | -3
COc1ccc(C(=O)CSc2nnc(CNC(=O)c3ccco3)n2C)cc1OC | 14 | -15 | 98 | 11 | 99 | -1 | -7 | -1 | -7
CCCCCCNC(=O)c1ncn[nH]1 | 21 | -11 | 103 | 14 | 101 | -1 | 7 | -1 | -1
Cc1cc(C)c2c(n1)sc1c(N3CCCCC3)ncnc12 | 7 | 2 | 84 | nt | 92 | nt | -3 | -32 | 3
O=C(CCNC(=O)c1ccc([N+](=O)[O-])cc1)Nc1ccc(F)cc1F | 20 | -1 | 106 | 18 | 109 | -1 | -11 | 1 | -3
O=C(Cn1nnc(-c2ccccc2)n1)NNC(=O)c1ccco1 | 4 | -5 | 99 | 4 | 96 | -3 | 8 | -9 | 3
CCCCCCCC#Cc1ccccc1/C=N/S(=O)c1ccc(C)cc1 (stereo not drawn) | 1 | -10 | 110 | 21 | 100 | nt | 3 | -3 | 3
COc1ccc(S(=O)(=O)Nc2c(C(=O)O)[nH]c3ccc(OC)cc23)cc1 | 2 | 0 | 98 | 12 | 100 | 1 | -3 | 3 | -10
O=S(=O)(NCc1ccccn1)c1ccccc1 | -1 | 10 | 98 | 2 | 98 | 0 | 3 | -5 | -2
Cc1cccc(C)c1OCc1cc(C(=O)N2CCC(c3ccccc3)CC2)no1 | -16 | -12 | 102 | 25 | 95 | -3 | -7 | -5 | -8

Next compounds.
Structure | UBC9 SUMO inh | pCIP destab | MEKK3 PB1 HTS | NALP1 inh | MEKK2wt PB1 HTS | IDE act | M18AAP inhibitor | MEKK2mut PB1 HTS | IDE inh
COc1ccccc1C(=O)O/N=C(/C)c1ccc(N2C(=O)C3CCCCC3C2=O)cc1 (stereo not drawn) | -4 | -11 | 104 | 18 | 107 | 4 | -2 | 9 | 2
OCCCNc1cc(-c2ccnc(Nc3cccc(Cl)c3)n2)ccn1 | 29 | -21 | 86 | nt | 105 | -2 | nt | -4 | -5
COCc1ccc(CN2CCc3c([nH]c4ccccc34)C2CC(C)C)o1 (stereo not drawn) | 8 | -14 | 96 | 13 | 94 | 1 | 9 | -4 | 3
CC1C/C(=C/c2cccn2C)C(=O)/C(=C/c2cccn2C)C1 (stereo not drawn) | 10 | 5 | 97 | 9 | 91 | -74 | -2 | -1 | 39*
O=C(O)c1cc2c(cc1NC(=O)c1c(F)cccc1F)OCCCO2 | 1 | -7 | 102 | 8 | 102 | 3 | -5 | 4 | 5
COc1ccccc1NS(=O)(=O)c1cccc(NC(=O)C2CC(=O)N(Cc3ccccc3)C2)c1 (stereo not drawn) | 9 | -12 | 101 | -8 | 99 | 0 | 0 | -5 | 8
Cc1ccc(N(CC(O)CN2CCCC2)S(=O)(=O)c2ccccc2)cc1 (stereo not drawn) | 5 | 0 | 99 | 3 | 102 | 2 | -5 | 0 | 2
CC(C)c1ccc(C2/C(=C(/O)c3ccc(F)cc3)C(=O)C(=O)N2CCCN2CCOCC2)cc1 (stereo not drawn) | -7 | -15 | 108 | -8 | 104 | 3 | 4 | 5 | 7
COc1ccc(CCNC(=O)C2CCN(C(=O)NC3CCCCC3)CC2)cc1 | 1 | -6 | 110 | 0 | 110 | -2 | -5 | 5 | 1
CN1CCN(C(=O)c2cc(COc3ccccc3)on2)[C@@H](c2ccccc2)C1 | -2 | 0 | 102 | 18 | 102 | 2 | -5 | 2 | 3
c1ccc(-c2nn3c(-c4ccco4)nnc3s2)nc1 | 31 | -12 | 93 | 9 | 95 | 0 | 4 | -8 | 1
CC1(c2ccccc2)NC(=O)N(Cc2ccc([N+](=O)[O-])cc2)C1=O (stereo not drawn) | -1 | -14 | 99 | 33 | 102 | -3 | -3 | -1 | 7
CC(=O)Nc1ccc(S(=O)(=O)N(Cc2cc3ccc(C)cc3[nH]c2=O)CC2CCCO2)cc1 (stereo not drawn) | 14 | 1 | 101 | -2 | 100 | 1 | -1 | 7 | 0
C/C(CCc1ccccc1)=N\NC(=O)c1ccc(CN2CCOCC2)cc1 | 0 | -8 | 81 | 7 | 96 | 6 | -6 | -7 | 2
CCC(=O)/C=C1\Sc2ccc(OC)cc2N1CC | 14 | -3 | 100 | 13 | 94 | 3 | 9 | 0 | 7
Cc1[nH][nH]c(=O)c1N=Nc1ccc(Cl)cc1 | 9 | 8 | 101 | 6 | 82 | -1 | 7 | -11 | 8
O=C(Nc1nc(-c2cccs2)cs1)c1ccco1 | -28 | 6 | 102 | -15 | 96 | 6 | 3 | -43 | 3
CC(=O)Nc1sc(N/N=C/c2ccccc2F)nc1-c1ccc(C)cc1 | 9 | -4 | 99 | 1 | 99 | 0 | 22 | -1 | 8
CC(=O)Nc1nc(-c2ccc3c(c2)OCO3)cs1 | 20 | -8 | 94 | nt | 93 | 3 | 2 | -12 | -4
COC(=O)c1ccccc1N(C)C(=O)C12CCC(C)(C(=O)O1)C2(C)C (stereo not drawn) | 7 | -7 | 99 | 17 | 101 | 5 | -1 | 6 | -1
COc1ccc(C)cc1NC(=O)CNC(c1ccccc1)c1ccccc1 | -12 | 0 | 97 | 10 | 97 | 0 | 0 | 0 | 1
CCOc1ccc(CCNC(=O)c2cc(-c3ccccc3)c(N3CCOCC3)s2)cc1OCC | -16 | -12 | 103 | 13 | 101 | 10 | -11 | 0 | 1
CSCCNC(C)=O | 5 | 1 | 97 | 52 | 97 | nt | -15 | -2 | 0
Cc1nn(C(=O)c2ccoc2C)c(N)c1-c1ccccc1 | -7 | 0 | 106 | nt | 102 | 2 | nt | 8 | -7
COc1cc2c(cc1OC)CC(=O)N(C)CC2 | 2 | -3 | 97 | 27 | 98 | 0 | -1 | -1 | -8
COc1ccc(CCC(=O)NCC23CC4CC(CC(C4)C2)C3)cc1 | 9 | -3 | 95 | 33 | 97 | 1 | 1 | -13 | -2
CCOC(=O)C1=C(C)NC(SCC(=O)OC)=C(C#N)C1c1ccc(C(=O)OC)cc1 (stereo not drawn) | 0 | -13 | 107 | -1 | 108 | -1&5 | 36* | 5 | 4
CCCn1nnc(NC(=O)c2cccc(OCC(C)C)c2)n1 | 16 | -5 | 91 | 22 | 96 | 0 | -16 | -1 | 5
O=C(c1ccccc1)N1CCC(c2nc(-c3ccc(S(=O)(=O)N4CCOCC4)cc3)no2)CC1 | 7 | -4 | 103 | 8 | 103 | 2 | -4 | 4 | -4
CCCCN(CCCC)CCNC(=O)CNC(=O)c1cccs1 | 16 | -14 | 108 | 16 | 109 | 7 | 3 | 9 | 7

(further entries)
Structure | UBC9 SUMO inh | pCIP destab | MEKK3 PB1 HTS | NALP1 inh | MEKK2wt PB1 HTS | IDE act | M18AAP inhibitor | MEKK2mut PB1 HTS | IDE inh
CCC(=O)Nc1ccc(N2CCOCC2)c(S(=O)(=O)Nc2ccc(OC)cc2)c1 | -23 | 8 | 62 | 4 | 73 | 2 | -6 | -11 | 3
COc1ccc(C(=O)Nc2nnc(Cc3cccs3)s2)cc1OC | -22 | -7 | 104 | 5 | 104 | 6 | -8 | 4 | 5
COc1ccccc1NC(=O)NNC(=O)c1cc2ccccc2cc1O | -6 | -3 | 105 | 6 | 112 | -1 | 23 | 10 | -3
CCOC(=O)Cn1c(=NC(=O)c2cccs2)sc2cc(C(=O)OC)ccc21 | -6 | -1 | 95 | 27 | 98 | 3 | -3 | -2 | 2

Of the compounds above, three have two or more sulfur atoms:
Structure | UBC9 SUMO inh | pCIP destab | MEKK3 PB1 HTS | NALP1 inh | MEKK2wt PB1 HTS | IDE act | M18AAP inhibitor | MEKK2mut PB1 HTS | IDE inh
O=C(Nc1nc(-c2cccs2)cs1)c1ccco1 | -28 | 6 | 102 | -15 | 96 | 6 | 3 | -43 | 3
COc1ccc(C(=O)Nc2nnc(Cc3cccs3)s2)cc1OC | -22 | -7 | 104 | 5 | 104 | 6 | -8 | 4 | 5
CCOC(=O)Cn1c(=NC(=O)c2cccs2)sc2cc(C(=O)OC)ccc21 | -6 | -1 | 95 | 27 | 98 | 3 | -3 | -2 | 2

A portion of the library. The share of hits here may be higher or lower than overall.
